# SKBR3 24h inh: SK-BR-3 proliferation inhibitors | SK-BR-3 viability, CellTiter-Glo ATP luminescence, 24 h; active compounds read low | viability, % at 10 µM | hit rate 0.47% among 41,000 | AID 847;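 active = viability at or below the median of all test compounds minus 3 SD, in both replicates if run twice, cut at about 45% in these data; inconclusive = duplicate replicates that disagree with each other; inactive = viability above that cutoff in every replicate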;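 also: 100% = median untreated cell wells and 0% = median positive control drug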
# * = called active by the depositor; ? = inconclusive; & = joins results of further samples. An excerpt; rates above refer to the full screens.
# Start of the data: the first 20 records, ahead of the listing:
SMILES,SKBR3 24h inh
O=C(NCCC1=CCCCC1)c1ccc(=O)oc1,115
Cc1cccc(NC(=O)C23CCC(C)(/C(=N/O)C2)C3(C)C)c1 (configuration not stated),86
Cn1c(=O)oc2cc(S(=O)(=O)NC3CCCCCCC3)ccc21,87
COC(=O)C1CN(S(=O)(=O)c2ccc(C)cc2)CCN1S(=O)(=O)c1ccc(C)cc1 (configuration not stated),77
COc1cccc(N2C(=O)CC(N3CCC(C(N)=O)(N4CCCCC4)CC3)C2=O)c1 (configuration not stated),95
CC1(C)Cc2c(C#N)c(SCc3nc4ccccc4[nH]3)nc(N3CCOCC3)c2CO1,81
Cc1nnc2n(Cc3ccccc3)c(=O)c3c4c(sc3n12)COC(C(C)C)C4 (configuration not stated),77
O=C(OCC(=O)c1c[nH]c2ccccc12)c1ccco1,89
Cc1cccc(-c2c3c(=O)n(C)c(=O)n(C)c3cn2-c2ccc(O)cc2)c1,78
Cc1nc2oc(C(=O)c3ccc(Br)cc3)c(N)c2c2c1COC(C)(C)C2,87
Cc1cc(SCC(N)=O)nc(SCC(=O)c2ccccc2)n1,105
Cn1c(SCC(N)=O)nnc1C1CCN(C(=O)NCc2ccccc2)CC1,69
O=C(O)C(c1ccccc1)C1(O)CCCC1 (configuration not stated),75
COc1ccccc1C1CC(=O)Nc2cc3c(cc21)OCCO3 (configuration not stated),98
CCOc1ccccc1-n1c(COc2ccccc2)nnc1SCC(N)=O,99
CN(C)S(=O)(=O)c1ccc(S(=O)(=O)N(CC(=O)Nc2ccccc2)CC2CCCO2)cc1 (configuration not stated),64
CC1(C)Cc2ccccc2-c2nnc(-c3cccc(O)c3)n21,95
Cc1ccc(C)c(NC(=O)CS(=O)(=O)c2cn(C)c3ccccc23)c1,74
Cn1c(=O)n(CC(=O)OCc2ccccc2)c(=O)c2c1nc1n2CCCN1C1CCCCC1,74
Cc1ccccc1NC(=O)CC1SCCNC1=O (configuration not stated),85

# This part in full (from the top)
SMILES,SKBR3 24h inh
O=C(NCCC1=CCCCC1)c1ccc(=O)oc1,115
Cc1cccc(NC(=O)C23CCC(C)(/C(=N/O)C2)C3(C)C)c1 (configuration not stated),86
Cn1c(=O)oc2cc(S(=O)(=O)NC3CCCCCCC3)ccc21,87
COC(=O)C1CN(S(=O)(=O)c2ccc(C)cc2)CCN1S(=O)(=O)c1ccc(C)cc1 (configuration not stated),77
COc1cccc(N2C(=O)CC(N3CCC(C(N)=O)(N4CCCCC4)CC3)C2=O)c1 (configuration not stated),95
CC1(C)Cc2c(C#N)c(SCc3nc4ccccc4[nH]3)nc(N3CCOCC3)c2CO1,81
Cc1nnc2n(Cc3ccccc3)c(=O)c3c4c(sc3n12)COC(C(C)C)C4 (configuration not stated),77
O=C(OCC(=O)c1c[nH]c2ccccc12)c1ccco1,89
Cc1cccc(-c2c3c(=O)n(C)c(=O)n(C)c3cn2-c2ccc(O)cc2)c1,78
Cc1nc2oc(C(=O)c3ccc(Br)cc3)c(N)c2c2c1COC(C)(C)C2,87
Cc1cc(SCC(N)=O)nc(SCC(=O)c2ccccc2)n1,105
Cn1c(SCC(N)=O)nnc1C1CCN(C(=O)NCc2ccccc2)CC1,69
O=C(O)C(c1ccccc1)C1(O)CCCC1 (configuration not stated),75
COc1ccccc1C1CC(=O)Nc2cc3c(cc21)OCCO3 (configuration not stated),98
CCOc1ccccc1-n1c(COc2ccccc2)nnc1SCC(N)=O,99
CN(C)S(=O)(=O)c1ccc(S(=O)(=O)N(CC(=O)Nc2ccccc2)CC2CCCO2)cc1 (configuration not stated),64
CC1(C)Cc2ccccc2-c2nnc(-c3cccc(O)c3)n21,95
Cc1ccc(C)c(NC(=O)CS(=O)(=O)c2cn(C)c3ccccc23)c1,74
Cn1c(=O)n(CC(=O)OCc2ccccc2)c(=O)c2c1nc1n2CCCN1C1CCCCC1,74
Cc1ccccc1NC(=O)CC1SCCNC1=O (configuration not stated),85
CC(C)c1nc(N2CCOCC2)c(C#N)c2c1CCC2,99
CCCc1cc(=O)[nH]c(SCC(=O)N2CCN(c3ccc(F)cc3)CC2)n1,85
Cc1cc2n(n1)C(c1ccccc1)Nc1ccccc1-2 (configuration not stated),84
CC1(C)CC(=O)c2cnn(-c3nc4ccccc4[nH]3)c2C1,92
CCC(C)[C@H](NC(=O)NCC1CCCO1)C(=O)OC (some centres not stated),90
CCN(CC)CCCN1C(=O)C(=O)/C(=C(/O)c2ccc3c(c2)OCCO3)C1c1ccco1 (configuration not stated),85
CC1CCN(C(=O)CSc2nnc(CSc3ncccn3)n2C)CC1,156
Cc1ccc(NC(=O)CSc2n[nH]c(-c3ccncc3)n2)cc1C,96&109
CCCc1ccc(OCc2ccc(C(=O)N3CCN(c4ccccn4)CC3)o2)c(OC)c1,88
Cc1ccc2c(c1)c(C)c(C)n2CC(O)CN1CCOCC1 (configuration not stated),127
CC(=O)C1C(c2ccc(F)c(F)c2)NC(=O)NC1(O)C(F)(F)F (configuration not stated),121
O=C(CCCc1nc(-c2ccc(Cl)cc2)no1)Nc1cccnc1,78
CC(=O)Nc1nc2ccccc2n1CCN1CCOCC1,108
CCOC(=O)Cn1nnnc1C(CC)N(Cc1cccs1)Cc1cc2ccc(OC)cc2[nH]c1=O (configuration not stated),101
C=CCn1c(CNC(=O)c2ccccc2C)nnc1SCC(=O)NC1CCCC1,102
O=C(Cn1ccsc1=NC(=O)c1ccco1)c1ccccc1,91
COc1ccccc1Nc1nc(C)cc(C)c1C(N)=O,95
COc1ccc(NCc2cc3ccccc3[nH]c2=O)cc1,111
Cc1ccc(CS(=O)(=O)Cc2ccc(C(=O)NCC3CCCO3)o2)cc1 (configuration not stated),73
CC1(C)Oc2ccc(C(=O)N3CCCC3)cc2N(CC(=O)NCc2ccccc2)C1=O,83
CCC(C)NC(=O)C1c2cc(OC)c(OC)cc2C(=O)N(C)C1c1ccc(OC)cc1 (configuration not stated),120
CC1(C)Cc2c(c(N3CCCC3)nc3sc4c(N5CCN(CCO)CC5)ncnc4c23)CO1,95
Cc1ccc(NC(=O)c2cnccn2)c(OC(F)F)c1,95
CCc1noc(C)c1C(=O)N1CC(C)OC(C)C1 (configuration not stated),89
O=C(Nc1ccccc1C(F)(F)F)N1CCC(N2CCCCC2)CC1,78
COc1ccc(C(=O)CSc2nnc(CNc3ccc(C)cc3C)n2Cc2ccco2)cc1,101
O=C(CN1CCC(n2nnc3cc(F)ccc32)CC1)N1CCCc2ccccc21,61
Cc1cccc(N(CC(=O)NC2CCCC2)C(=O)CCCC(=O)Nc2ccccn2)c1,80
COc1ccc(Cl)cc1NC(=O)CN(c1ccccc1)S(=O)(=O)N(C)C,83
COC(=O)c1ccc(OCC(O)Cn2nnc3ccccc32)cc1 (configuration not stated),91
O=C(CCc1nc2ccccc2[nH]1)Nc1ccc2c(c1)OCO2,86
CCOC(=O)C1CCN(C(=O)CNS(=O)(=O)c2ccc(Br)s2)CC1,91
CC1CCc2c(C(=O)Oc3cccc(-n4cnnn4)c3)csc2C1 (configuration not stated),101
Cc1cc(C)c(S(=O)(=O)N(C)CC(=O)N2CCCCC2)c(C)c1,99
Cc1cc(C(=O)OCC(=O)Nc2cc(C(F)(F)F)ccc2N2CCOCC2)c(C)o1,91
COc1cc(NS(=O)(=O)c2ccc(NC(=O)COc3ccccc3Cl)cc2)nc(OC)n1,109
Cn1c(=O)c2c(nc(NCCCN3CCOCC3)n2Cc2cccc(Cl)c2)n(C)c1=O,93
CCCCOC(=O)C1[C@H]2C(=O)N(Cc3cccs3)C[C@]23C=C[C@H]1O3 (some centres not stated),91
CCC(C)C(NC(=O)C1CCC(C)CC1)C(=O)NC(C(=O)OC)C(C)C (configuration not stated),79
CC1Cc2nc(SCC(=O)N3CCc4ccccc43)n(C)c(=O)c2S1 (configuration not stated),77

# 2 records drawn at random from those above, as already listed:
SMILES,SKBR3 24h inh
CC1CCN(C(=O)CSc2nnc(CSc3ncccn3)n2C)CC1,156
COC(=O)c1ccc(OCC(O)Cn2nnc3ccccc32)cc1 (configuration not stated),91

# Next results:
SMILES,SKBR3 24h inh
c1ccc(Cn2c(-c3cccs3)nc3nc4ccccc4nc32)cc1,112
Cn1c(NCCCO)nc2c1c(=O)n(Cc1ccccc1F)c(=O)n2C,119
CCCCCC(=O)N1CCN(CCN=CC2=C(O)CC(c3ccc(OC)cc3)CC2=O)CC1 (configuration not stated),98
CCCc1nnc(NC(=O)Nc2ccccc2OC)s1,96
N#CCCSCc1ccc2oc(C(=O)O)cc2c1,114
CCCc1[nH]nc2c1C1(C(=O)N(C(C)C)c3ccccc31)C(C#N)=C(N)O2 (configuration not stated),83
N#CC1=C(SCC(=O)NC2CCCCC2)NC(=O)CC1c1ccco1 (configuration not stated),82
CCN(CC)C(=O)Oc1ccc(NC(C)=O)cc1,99
Cc1ccc(-n2ncc3c(N4CCN(c5ccc(F)cc5)CC4)ncnc32)c(C)c1,85
Cc1ccc2nc(/C(C#N)=N/O)[nH]c2c1,95
CN=C(NC#N)SCC(=O)c1ccc(Cl)cc1Cl,109
Cn1c(=O)[nH]c2cc(Cl)cnc21,93
COc1ccc(OC)c(NC(=O)C2CCN(S(C)(=O)=O)CC2)c1,97
COc1ccccc1N1CCN(C(c2cccs2)c2nnnn2C2CCCC2)CC1 (configuration not stated),92
COC(=O)Cn1cnc2sc(C)c(S(=O)(=O)N3CCC(C)CC3)c2c1=O,121
Cc1cc(NS(=O)(=O)c2ccc(NC(=O)C(C)Oc3ccc4c(C)cc(=O)oc4c3)cc2)no1 (configuration not stated),98
O=C(NCCN1CCOCC1)c1cc(-c2ccc(Br)cc2)on1,65
CC1=C(C(=O)OC(C)C)C(c2cccs2)N2C(=O)C(C)SC2=N1 (configuration not stated),108
O=C(CN1CCN(Cc2ccccc2)CC1)N1CCCc2c1c(=O)oc1ccc(O)cc21,193
CCC(C)NC(=O)C1CCN(c2nc(C)cc(C)n2)CC1 (configuration not stated),92
CCOC(=O)Cc1csc(NC(=O)c2ccc(C)o2)n1,93
CC(=O)C1=C(C)NC(=O)NC1c1ccc(OC2CCCC2)cc1 (configuration not stated),87
CCn1c(SCC(=O)N2CCCC2)nnc1-c1ccc(S(=O)(=O)N2CCCCCC2)cc1,91
Cc1cc(=O)n2[nH]c(-c3ccc(F)cc3)nc2n1,110
O=C(NCCCCC(NC(=O)C1CCCCC1)C(=O)O)c1ccccc1 (configuration not stated),91
COc1ccc(N2CC(O)=C(c3nc4ccccc4s3)C2=N)c(OC)c1,97
Cc1ccc2cc3cc(C(=O)NCc4ccco4)oc3nc2c1,94
Cn1c(=O)cc(SCC(=O)NCCCN2CCOCC2)c2ccccc21,92
COc1ccc2nc(SCc3cnc(C)nc3N)[nH]c2c1,93
O=C(c1ccc(S(=O)(=O)N2CCC(c3nc4ccccc4[nH]3)CC2)cc1)N1CCOCC1,70
N#Cc1cc(Oc2cccc3cccnc23)c(-n2nnc3ccccc32)cc1C#N,102
Cc1nc(=O)c(-c2ccccc2)c(C)n1-c1ccc(S(N)(=O)=O)cc1,90
CSc1nc2c(ccc3ccccc32)o1,101
CCOc1ccccc1N(C(=O)Cn1nnnc1-c1ccc(C)o1)C(CC)C(=O)NC(C)(C)C (configuration not stated),101
CC(C)CCNC(=O)CN(C(=O)CCC(=O)Nc1ccccn1)c1ccc2c(c1)OCO2,83
CCCCC(=O)NC1(C(F)(F)F)C(=O)Nc2c1c(=O)n(C)c(=O)n2C (configuration not stated),102
CCCCOc1ccccc1C1C(C(N)=O)=C(C)Nc2nnnn21 (configuration not stated),94
Cc1nnc2n(-c3ccccc3)c(=O)c3c4c(sc3n12)CCCC4,83
CCCCNC(=O)N(C)c1nncnc1C(=O)NC,114
Fc1ccc(CSc2ncnc3c2oc2ccccc23)cc1,77
O=C(NCc1ccc2c(c1)OCO2)c1cccc(S(=O)(=O)N2CCCCC2)c1,84
CN(C(=O)c1ccc2c(c1)OCO2)C1(C(=O)NC2CCCCC2)CCCCC1,64
COc1ccc(Cc2nc(-c3ccc(Cl)cc3)no2)cc1,102
COc1cc(C(=O)O)cc(Br)c1OC1CCCC1,103
Cc1ccccc1C(=O)Nc1ccc(Br)c(C)n1,85
Cc1cc2c(N=O)c(NO)ccc2[nH]1,60
COCC(C)NC(=O)CCS(=O)(=O)c1nc(-c2ccc(OC)cc2)cc(C(F)(F)F)n1 (configuration not stated),?
O=C(Cn1c(NCCCO)nc2ccccc21)c1cccc(Br)c1,103
COc1ccccc1C(c1nnnn1CCc1ccccc1)N1CCN(c2ccccc2)CC1 (configuration not stated),95
Cc1nn2c3ccccc3nc2n(C)c1=O,96
O=C(NCCCNC(=O)c1ccco1)c1ccco1,90
O=C(c1ccco1)N1CCN(C(=O)c2cnn3c2NC(c2cccs2)CC3C(F)(F)F)CC1 (configuration not stated),86
COc1cccc(C(=O)CSc2nnc(CNS(C)(=O)=O)n2-c2ccc(C)cc2)c1,93
COc1cccc(C2/C(=C(/O)c3ccncc3)C(=O)C(=O)N2CCCN2CCOCC2)c1OC (configuration not stated),86
CN(C)C(=O)CSc1nnc([C@H](Cc2c[nH]c3ccccc23)NC(=O)OC(C)(C)C)o1,86
Cn1c(-c2ccc(C(=O)c3ccccc3)s2)nc2ccccc21,80
COc1ccc(-c2nnc(SCC(=O)Nc3cc(C)on3)n2C)cc1OC,89
Cc1ccnc(NS(=O)(=O)c2ccc(N=CC3=C(O)CC(C)(C)CC3=O)cc2)n1,90
Cn1c2ccc(CC(=O)O)cc2c2cc(CC(=O)O)ccc21,89
Fc1ccc(-c2cc(C(F)(F)F)nc(NCC3CCCO3)n2)cc1 (configuration not stated),103

# The list continues.
SMILES,SKBR3 24h inh
CCOC(=O)c1cnc(-n2nc(C)cc2C)nc1Nc1ccc2c(c1)OCO2,104
CC(=O)Nc1ccc(Oc2ccc3nc(C)[nH]c3c2)cc1,96
Nc1ccc2oc(-c3cc(Br)ccc3Cl)nc2c1,81
O=C(c1nc2ncccn2n1)N1CCN(c2ccccc2)CC1,89
C=C(C)CSc1nc(N)c(C#N)c(-c2ccc(C)cc2)c1C#N,89

# Bioassay records deposited in PubChem BioAssay by SRMLSC.
